aSyn UTR inh = MLPCN primary screen, SNCA 5' untranslated region; alpha-synuclein 5'UTR reporter, inhibitor activity; inhibition, % (tested at 7.5 µM); 0.82% of 300,000 active; in the data active means inhibition above about 60%; inconclusive means no clear call, values can overlap the other calls;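 further: H4 neuroglioblastoma cells stably carrying SNCA 5'UTR luciferase fusion; 0% = DMSO wells and 100% = positive control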
KLF5 inhibitor = inhibitors of KLF5 expression | DLD-1 KLF5 promoter-luciferase reporter, luminescence | inhibition, % at 5 µM | 0.23% of 290,000 active | AID 1700;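 active means inhibition above a per-plate limit of that plate's mean compound inhibition plus 3 SD, cut at about 60% in these data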;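 further: 0% = DMSO wells and 100% = LY294002 at 200 µM; higher means less KLF5 promoter-driven luciferase light; inactives centre near -14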
HSF1 inhib = HSF1 inhibition; activity change, negative = inhibition, % at 7.5 µM (by protocol); NIH3T3-HGL HSE-luciferase, MG132-induced, luminescence 8 h; stronger effect = lower value; 0.77% of 300,000 active;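 active means more than half of replicate wells show activity change below -50%, luminescence cut by over half; inconclusive means some wells, but at most half, below -50%; inactive means no replicate well below -50%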;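 further: luciferase reports HSF-1 transcriptional activity via heat shock element; 0% = median of DMSO wells and -100% = zero luminescence signal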
HSF-1 act = increases HSF-1 driven luciferase reporter signal; NIH3T3-HGL HSF-1 luciferase reporter, MG132, 8 h; 100% = twice DMSO control signal; activation, % at 9 µM; 1.7% of 300,000 active;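 active means mean replicate activation of at least 50% with a set share of replicates each reaching 50%; inconclusive means only one of those two conditions met; inactive means mean below 50% and too few replicates reaching it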;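 further: 0% = median of the neutral control wells and 100% = twice that signal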
IEC-6 cytotox = kills IEC-6 intestinal cells in KLF5 counter-screen. IEC-6 cytotoxicity, luminescence viability. 0.78% of 290,000 active. AID 1825. inhibition, % at 5 µM; in the data active means inhibition above about 22%;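 further: 0% = plate median of test compound wells and 100% = cytotoxic reference compound wells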
HSP90 refold inh = blocks HSP90-mediated luciferase refolding in reticulocyte lysate | inhibition, % at 5.6 µM | AID 1789 | Rabbit reticulocyte lysate, luciferase refolding luminescence, 3 h | 0.91% of 290,000 active;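 active means inhibition above the screen-wide mean plus 3 SD, computed separately per campaign, cut at about 16% in these data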;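 further: 0% = DMSO wells and 100% = 60 µM geldanamycin wells; inhibitors lower the luminescence because luciferase stays unfolded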
GSK3A inh = inhibitors of human GSK-3 alpha kinase | AID 2650 | 0.1% of 320,000 active | inhibition, % at 10 µM | P49840 | ADP-Glo luminescence, 60 min;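 in the data active means inhibition above about 50%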;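 further: GST-tagged GSK-3 alpha with peptide substrate and 25 µM ATP; 0% = DMSO neutral wells and 100% = GW8510 positive control wells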
Target sequence (P49840 whole entry, looked up): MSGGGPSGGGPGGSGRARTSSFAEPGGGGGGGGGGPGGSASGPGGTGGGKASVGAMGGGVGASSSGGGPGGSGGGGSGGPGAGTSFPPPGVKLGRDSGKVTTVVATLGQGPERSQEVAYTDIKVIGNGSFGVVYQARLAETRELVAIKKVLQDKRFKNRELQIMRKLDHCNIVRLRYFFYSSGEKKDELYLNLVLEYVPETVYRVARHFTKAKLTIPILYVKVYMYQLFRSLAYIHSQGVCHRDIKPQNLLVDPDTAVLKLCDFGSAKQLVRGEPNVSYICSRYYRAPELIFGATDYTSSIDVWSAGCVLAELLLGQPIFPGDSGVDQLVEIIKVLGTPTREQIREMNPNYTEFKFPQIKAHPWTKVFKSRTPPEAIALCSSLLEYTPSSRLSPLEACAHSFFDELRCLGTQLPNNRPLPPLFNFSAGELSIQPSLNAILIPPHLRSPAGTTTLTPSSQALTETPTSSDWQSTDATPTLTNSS
Dyrk1A ADPGlo = inhibitors of rat Dyrk1A kinase. Q63470. ADP-Glo luminescence, NFATc1 peptide. inhibition, % at 12.5 µM. 0.43% of 310,000 active. AID 504441; in the data active means inhibition above about 50%;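 further: plate controls were vehicle with enzyme for no effect and no enzyme for full effect; many of its hits are not listed in these tables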
Platelet DG rel = platelet dense granule release activity | inhibition, %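 (compounds screened at 7.5 µM in platelet-rich plasma)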 | human platelet-rich plasma, SFLLRN dense granule ATP release, luminescence | AID 1663 | 0.22% of 300,000 active;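 active means mean replicate score, as percent of positive control, at or above 50; inconclusive means mean below 50 but at least one replicate at or above 50; inactive means mean and every replicate below 50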
GSK3beta inhib = inhibitors of human GSK3beta kinase; P49841; GST-GSK3beta kinase, ADP-Glo luminescence, 60 min; stronger effect = lower value; activity score (negative = inhibition), % at 10 µM; 0.038% of 300,000 active; AID 2097;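 active means more than half of replicate wells score below -50%, meaning over 50% inhibition versus plate controls; inconclusive means some replicates but at most half score below -50%; inactive means no replicate scores below -50%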;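 further: 0% = median DMSO wells and -100% = median GW8510 positive control wells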
Target sequence (P49841 whole entry, looked up): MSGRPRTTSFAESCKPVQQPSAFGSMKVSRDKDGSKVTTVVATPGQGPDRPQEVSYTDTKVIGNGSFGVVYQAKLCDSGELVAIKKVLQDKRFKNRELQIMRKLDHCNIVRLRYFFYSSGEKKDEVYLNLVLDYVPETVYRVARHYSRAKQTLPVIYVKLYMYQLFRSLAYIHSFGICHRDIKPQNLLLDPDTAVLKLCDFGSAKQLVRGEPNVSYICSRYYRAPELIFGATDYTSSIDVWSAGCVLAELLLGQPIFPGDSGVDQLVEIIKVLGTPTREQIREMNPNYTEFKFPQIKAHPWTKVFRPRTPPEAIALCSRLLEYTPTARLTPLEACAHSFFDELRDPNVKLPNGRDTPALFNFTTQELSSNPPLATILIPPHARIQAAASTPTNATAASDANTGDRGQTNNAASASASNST
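test system = GST-tagged human GSK3beta kinase, cell-free | reagent = 25 µM ATP with peptide substrate | dosing = one dose of 10 µM per compound | schedule = 60 min reaction, RT | detection = luminescent ADP-Glo measurement of ADP formed | control set = DMSO neutral wells and GW8510 at 20 µM as positive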
* hit, by the source's call; ? = inconclusive; / = not tested or not shown.

SMILES	aSyn UTR inh	KLF5 inhibitor	HSF1 inhib	HSF-1 act	IEC-6 cytotox	HSP90 refold inh	GSK3A inh	Dyrk1A ADPGlo	Platelet DG rel	GSK3beta inhib
O=C(Nc1ccc(S(=O)(=O)Nc2nccs2)cc1)C1CC(=O)N(c2ccc(Cl)cc2)C1 (stereo not drawn)	4.0	-14.7	-5.1	-12.7	4.7	0.1	-2.9	9.0	-2.9	-1.0
COc1ccccc1C(c1nnnn1C(C)(C)C)N1CCCc2ccccc21 (stereo not drawn)	28.8	-33.7	6.0	-3.0	7.3	3.5	-4.9	-1.7	-18.1	-0.8
Cc1cccn2cc(-c3ccccc3)nc12	-152.3	-135.4	30.3	68.6*	4.9	7.5	-1.6	1.9	0.1	-1.9
COc1ccc(-c2cc3c(=O)n(CC(=O)NCc4cccnc4)nc(C)n3n2)cc1	3.3	-6.5	10.0	16.0	-2.8	-3.9	11.0	-0.9	3.6	-4.4
S=C(c1ccc(N2CCOCC2)cc1)N1CCCCC1	-43.9	-34.0	2.3	8.5	-4.2	0.9	-0.9	11.8	-1.0	-1.5
CN1CCN(NC(=O)c2ccc(Cl)cc2Cl)CC1	28.3	-54.1	-5.3	4.1	-0.7	-4.1	-3.3	-4.0	9.2	1.4
COc1cc(/C=N/O)cc(Cl)c1OC	-4.7	-33.1	1.8	-12.0	-6.2	-3.8	-1.7	-2.2	-4.7	-1.9
Cc1cc(C)n(-c2ncc(C#N)cn2)n1	11.2	-17.1	-3.8	3.1	-5.6	-0.1	-2.2	-0.6	-3.9	-2.8
O=C(c1ccc(CS(=O)(=O)c2ccccc2)o1)N1CCN(c2ccccc2)CC1	0.2	-6.4	-3.7	-7.3	1.7	-2.1	-1.6	3.1	4.1	0.2
O=C1CSC2(C(=O)N3CCCc4cccc2c43)N1c1cccc(C(F)(F)F)c1 (stereo not drawn)	7.3	-15.2	21.7	27.9	-5.2	-1.7	-1.3	6.5	7.8	/
Cc1cc(C)nc(NS(=O)(=O)c2ccc(NC(=S)NC(=O)c3ccco3)cc2)n1	28.3	-12.1	1.4	4.7	3.0	-1.4	-0.2	-2.3	-7.5	2.0
O/N=C1/C2C3C(Br)C4C5CC(C1C53)C24 (stereo not drawn)	24.6	-26.3	-5.0	15.8	2.7	-1.2	-0.5	-2.1	-2.3	0.1
Cc1ccc2sc(N(CCCN(C)C)C(=O)c3nc4ccccc4s3)nc2c1C	-0.5	-61.3	-9.3	0.7	-0.4	-3.3	-1.9	-2.6	-1.4	-6.3
CCN(CC)C(=O)COc1ccc(-c2nnc(N3CCCCC3)c3ccccc23)cc1	7.4	-4.0	2.3	-1.8	4.7	-0.2	-0.6	0.1	-3.3	1.1
COc1ccccc1CN1C(=S)SC(C)(C)C1NO (stereo not drawn)	6.0	12.4	1.2	13.5	11.9	1.8	-0.7	-5.2	1.3	-1.5
COC(=O)c1ccc(NC(=O)c2cc3sccc3n2C)cc1	-78.9	-20.0	6.6	-1.3	6.9	-3.8	0.5	0.8	-4.7	3.1
COc1ccc(S(=O)(=O)/N=C2\C=C(NS(=O)(=O)c3ccccc3)C(=O)c3ccccc32)cc1	9.5	-7.8	11.5	34.2	-9.3	-2.8	-0.6	-2.0	-18.4	1.4
Oc1ccccc1/C=N/NC(=S)NC1CC2C=CC1C2 (stereo not drawn)	-25.0	-103.8	9.5	27.7	4.2	0.3	2.7	/	2.5	1.9
CCOc1ccccc1NS(=O)(=O)c1c[nH]c(C(=O)OC)c1	1.4	-19.0	-51.6*	-61.5	3.3	-0.4	1.3	-2.9	-18.2	-0.4
C#CCOc1c(Cl)cc(C2C3=C(CCCC3=O)N(CC(=O)O)C3=C2C(=O)CCC3)cc1OC	-0.7	-29.9	15.9	14.0	1.8	-0.7	5.2	-4.1	-2.2	0.2
CC(=O)c1c(C)[nH]c(C(=O)NCCc2c[nH]c3ccccc23)c1C	-89.3	-52.1	6.6	16.7	3.6	-4.1	-0.2	-0.8	4.9	0.1
O=C(C[n+]1cccc(NC(=O)c2ccccc2)c1)c1ccc(NC(=O)c2ccccc2)cc1	-27.3	-18.3	-2.4	-13.4	0.1	-0.5	2.8	15.2	5.1	-4.8
COc1cc(CN2CCNC(=O)C2CC(=O)N(C)Cc2ncc[nH]2)cc(OC)c1 (stereo not drawn)	-17.9	1.9	-1.1	3.4	1.1	1.4	0.1	1.0	-1.3	0.3
COC(=O)C1CCN(c2c([N+](=O)[O-])cc(C(F)(F)F)cc2[N+](=O)[O-])CC1	-6.7	31.9	-3.2	3.8	3.4	-2.9	-0.5	-17.7	5.5	-2.2
COC(=O)c1ccc(CN(c2ccccc2Cl)S(C)(=O)=O)cc1	-33.6	-18.4	5.1	21.6	2.2	-0.3	-0.6	-0.8	-7.5	-0.1
COCCCNC(=S)NNC(=O)C(O)(c1ccccc1)c1ccccc1	0.8	20.4	-2.5	-4.3	-6.9	-1.0	-3.1	-3.5	-5.2	0.8
Cc1nc(C)c(-c2csc(Nc3cccnc3)n2)s1	-33.5	-20.4	2.7	0.8	6.4	-1.1	-1.4	33.3	0.0	1.4
CN(CCC#N)C(=O)CC(Cc1ccccc1)C1CCOC(C)(C)C1 (stereo not drawn)	9.5	-0.9	0.4	-3.2	1.1	0.7	-1.0	2.2	0.0	1.5
CC1CCCCC1NC(=O)COC(=O)c1ccc2c(c1Cl)C(=O)c1ccccc1C2=O (stereo not drawn)	-0.3	2.4	-5.0	17.2	-1.9	4.2	-2.1	5.8	-4.3	-0.7
CCOc1ccccc1CN1CCC(n2nccc2NC(=O)CCc2ccccc2)CC1	-12.3	-15.2	8.1	9.9	-0.2	-2.6	-0.9	-4.5	-3.3	-2.3
CC(C)C(=O)Nc1ccccc1C(=O)OCC(=O)c1ccc2c(c1)OCCO2	-1.5	-0.6	-5.6	-15.9	4.0	3.7	-3.4	7.7	-11.1	3.2
COc1ccc(C(=O)/C=C2/C(=O)Nc3ccccc32)cc1	-98.9	-20.5	-1.8	-14.0	2.4	-0.2	-1.6	5.6	12.2	1.6
Cc1ccc(NC(=O)/C(=C\c2ccccc2)NC(=O)/C=C/c2ccccc2)cc1	-40.3	-10.6	2.7	6.5	-1.5	6.2	-0.7	2.5	-0.2	1.8
CC1CCN(S(=O)(=O)N2CCC(C(=O)O)CC2)CC1	2.1	-17.1	-9.6	-12.9	-2.2	-3.5	-4.0	-5.8	-4.2	0.4
COc1cc(OC)c(C=O)c(OC(=O)N2CCOCC2)c1	6.6	-27.6	-6.0	-10.3	-1.0	-1.1	/	-0.8	-5.1	-0.6
C/C(=N/NC(=O)c1cnccn1)c1cccs1	-65.2	-27.5	-1.7	-5.7	4.0	-4.0	-1.4	-3.2	13.8	-4.2

Another view of two compounds above.
Molecule | aSyn UTR inh | KLF5 inhibitor | HSF1 inhib | HSF-1 act | IEC-6 cytotox | HSP90 refold inh | GSK3A inh | Dyrk1A ADPGlo | Platelet DG rel | GSK3beta inhib
O=C(C[n+]1cccc(NC(=O)c2ccccc2)c1)c1ccc(NC(=O)c2ccccc2)cc1 | -27.3 | -18.3 | -2.4 | -13.4 | 0.1 | -0.5 | 2.8 | 15.2 | 5.1 | -4.8
COC(=O)C1CCN(c2c([N+](=O)[O-])cc(C(F)(F)F)cc2[N+](=O)[O-])CC1 | -6.7 | 31.9 | -3.2 | 3.8 | 3.4 | -2.9 | -0.5 | -17.7 | 5.5 | -2.2

The listing continues:
SMILES	aSyn UTR inh	KLF5 inhibitor	HSF1 inhib	HSF-1 act	IEC-6 cytotox	HSP90 refold inh	GSK3A inh	Dyrk1A ADPGlo	Platelet DG rel	GSK3beta inhib
COc1cc(CNc2nc3c(C)cc(C)cc3s2)ccc1O	12.6	-44.0	-16.0	-11.0	17.8	0.8	0.3	2.1	-2.6	-2.1
O=C(c1cccnc1Cl)N(Cc1ccccc1)Cc1ccccc1	-7.4	-25.2	1.9	7.3	1.1	1.4	0.5	-0.9	1.5	0.6
CC1CCN(C(=O)Cn2cc(C(=O)c3ccco3)c3ccccc32)CC1	11.4	12.8	5.3	-4.3	3.0	4.7	-2.4	7.5	-1.4	0.5
CCN(C(=O)COC(=O)Cn1cnc2c1c(=O)n(C)c(=O)n2C)C1CCS(=O)(=O)C1 (stereo not drawn)	-4.3	-8.9	-12.1	-9.4	0.9	2.5	1.2	2.6	-20.1	-1.2
COC(=O)c1sccc1NC(=O)CC1C(=O)NCCN1C(=O)Nc1ccc(C(F)(F)F)cc1 (stereo not drawn)	14.0	-24.1	1.3	-3.7	-6.1	-2.6	-0.6	-0.3	-3.0	-4.8
Cc1cc(NC(=O)Nc2cccc(C)c2C)no1	-34.5	-28.2	2.9	-2.9	-0.1	-2.1	/	-3.0	13.8	-1.0
O=C(CSc1ccc(-c2cccnc2)nn1)N1CCCCCC1	-18.9	13.4	7.2	22.9	4.5	6.3	-2.0	-4.2	-1.0	0.6
COc1ccccc1C(=O)N1CCN(c2cccc(Cl)c2)CC1	64.4*	60.0	-2.7	-16.7	77.4*	-3.6	0.0	-3.6	-24.6	1.6
O=C(NC(=S)Nc1ccc2oc(=O)ccc2c1)c1cccc(F)c1	-35.6	-22.0	8.7	28.8	-6.7	-1.1	-1.5	-1.1	-4.7	2.4
N#CC1=C(c2ccccc2)/C(=C/c2ccccc2)OC1=O	19.6	-2.1	112.0	?	-0.5	-2.8	-1.4	-2.5	1.2	-1.5
Cn1c(C(=O)NCC2CCCO2)cc2oc3ccccc3c21 (stereo not drawn)	-187.9	-122.5	27.0	49.2	5.0	0.4	0.8	12.2	-0.3	0.7
O=C(NC1CCCCC1)C1CCCN1C(=O)NCc1ccccc1 (stereo not drawn)	11.4	-22.8	-38.1	-54.0	-4.5	-1.6	1.4	-2.1	-3.8	3.2
Cc1ccc(NC(=O)CS(=O)CC(=O)N(C(C)C(=O)NC2CCCCC2)C(C)(C)C)cc1 (stereo not drawn)	12.8	-7.0	0.4	-0.1	0.5	1.3	-2.9	-3.1	2.3	1.1
Cc1cc(NC(=O)C23CC4CC(C2)CC(n2cnc([N+](=O)[O-])n2)(C4)C3)no1	16.6	3.6	8.1	2.0	-1.6	2.4	-1.1	-1.8	5.8	-0.5
CN(C)S(=O)(=O)c1ccc(NC(=O)CN2C(=O)NC3(CCCC3)C2=O)cc1	0.8	-16.4	0.9	-15.5	-1.1	-0.4	-0.8	-0.2	-16.4	1.2
O=C(CSc1nnc(-c2ccc(S(=O)(=O)N3CCCC3)cc2)o1)NCC1CCCO1 (stereo not drawn)	-12.9	-13.9	-0.6	11.8	1.0	1.6	1.2	2.9	-0.9	2.2
O=C(c1cc2c(s1)-c1ccccc1OC2)N1CCN(c2ccccn2)CC1	-3.0	-29.9	1.2	-5.8	-8.9	-1.4	-3.5	13.1	4.8	1.1
CCOC(=O)CSc1[nH]c(=O)cc(C)c1C#N	9.6	-27.1	-6.7	-0.8	2.7	4.2	-1.8	-3.0	-0.7	3.3
COc1ccc(C2=NCN(c3ccc(C)cc3)C(=S)N2)cc1	-138.1	-120.8	26.7	?	6.3	1.0	/	-9.1	-0.9	1.2
O=c1c2cn[nH]c2[nH]c(=S)n1-c1cccc2ccccc12	8.8	11.2	1.0	5.6	-3.1	1.0	-2.9	-6.9	-0.9	2.7

Some of the compounds tested. The share of hits here may be higher or lower than overall.
